# Assay outcomes as filed in PubChem.
# TGFb inhibitor = blocks TGF-b signaling | HepG2 CAGA-GFP TGF-b/SMAD3 reporter, GFP fluorescence, 18 h; TGF-beta stimulated, 500 pg/mL final | Potency, µM (top dose mostly 46.1 µM), for the others: at the top dose activity, negative = inhibition, usual class: inhibitors | 410,000 tested, 1.2% active | AID 588855; further: potency means the concentration at half of the fitted maximal effect; on the % scale 0 is the no-effect control and ±100 the full control effect; nearly all actives have a fitted effect of over 65% in size
#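 GFP signal (ex488/em500-530) from TGF-beta-stimulated HEPG2 CAGA-GFP cells, 500 pg/mL final, 18 h at 37 degrees C in DMEM plus 1% FBS, normalized to unstimulated and DMSO-stimulated controls.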
# A549 tox = A549 cytotoxicity, counter-screen for Nrf2 inhibitors; A549 ARE-Fluc cells, CellTiter-Fluor viability, 18-24 h; Potency, µM (series often up to 46 µM), without a hit: at the top dose activity change, negative = cytotoxicity, most hits filed as inhibitors; 390,000 tested, 0.16% active; further: potency means the concentration at half of the fitted maximal effect; on the % scale 0 is the no-effect control and ±100 the full control effect
#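 Cytotoxicity counterscreen: CellTiter-Fluor fluorescence was measured in A549 ARE_Fluc cells after 18-24 h of compound exposure in a concentration series. The subsequent BugLite luminescent read reports ARE-luciferase activity.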
# Nrf2 inh = Nrf2 pathway inhibition. Potency, µM (series often up to 46 µM), inactives show top-dose activity change, negative = inhibition, hits mostly inhibitors. AID 504444. A549 ARE-Fluc reporter, luciferase luminescence, 18-24 h. 360,000 tested, 2.1% active; further: potency means the concentration at half of the fitted maximal effect; on the % scale 0 is the no-effect control and ±100 the full control effect; nearly all actives have a fitted effect of over 60% in size
#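 Quantitative HTS in A549 cells stably bearing an antioxidant response element-firefly luciferase construct. Inhibition of Nrf2-driven transcription was scored by luminescence after 18-24 h of compound exposure at 37 °C.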
# Mm-Cpn inhibitor = blocks the Methanococcus maripaludis chaperonin Mm-Cpn | purified Mm-Cpn ATPase, ADP Transcreener TR-FRET | Potency, µM (top dose mostly 76.9 µM), inactives show top-dose activity, negative = inhibition, actives largely listed as inhibitors | 330,000 tested, 0.031% active | AID 504842; further: potency means the concentration at half of the fitted maximal effect; on the % scale 0 is the no-effect control and ±100 the full control effect; nearly all actives have a fitted effect of over 80% in size
#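 Purified archaeal Mm-CPN (25nM final) preincubated 10 min at 37degC with compound, then 10uM ATP for 30 min at 37degC; ADP measured by HTRF Transcreener TR-FRET; buffer 30 mM TRIS pH 7.4, 100mM KCl, 5mM MgCl2, 1mM DTT.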
# Nrf2 ARE act = activators of Nrf2 (ARE) signaling | 410,000 tested, 0.31% active | AID 624171 | Potency, µM (doses to about 46.1 µM), for inactives: top-dose activation, hits mostly activators | AREc32 ARE-luciferase reporter (MCF7-derived line), luminescence, 24 h; further: potency means the concentration at half of the fitted maximal effect; % of control where 0% means no effect; nearly all actives have a fitted effect of over 65% in size
#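 ARE activation measured as luciferase luminescence (Steady-Glo, 30 min RT) in AREc32_Fluc cells after 24 hr compound exposure at 37 deg C, 5% CO2; cells seeded overnight at 1000/well in OPTI-MEM, 5% FBS.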
# HepG2 viability = counter-screen for TGF-b inhibitors: cytotoxicity in HepG2 cells | 410,000 tested, 0.76% active | AID 588856 | Potency, µM (highest dose often 46.1 µM), for inactives: at the highest dose activity change, negative = cytotoxicity, most hits filed as cytotoxic | HepG2 CAGA-GFP viability, ATP luminescence, 18 h; further: potency means the concentration at half of the fitted maximal effect; some results filed as inactive show a strong effect at the top dose
#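 CellTiter-Glo luminescence gave cytotoxicity after 18 hours at 37 degrees C. The cells were HepG2 CAGA-GFP in 1% FBS DMEM, stimulated with 500 pg/mL TGF-beta after compound addition. %Activity was normalised to no-cell wells (complete cell-killing) and DMSO (no toxicity), and curves were fitted and classified.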
# pAkt inh = blocks phosphorylation of Akt. 360,000 tested, 0.32% active. AID 651550. activity change, % for hits at 50 µM. Neuro2A IGF-stimulated pAkt S473 HTRF, 20 min; active compounds read low; in the data active means activity change below about -80%; inconclusive means mostly about -51% to -80%; further: on the % scale 0 is the no-effect control and ±100 the full control effect
#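 Neuro2A cells (4,500/well, DMEM with 0.5% FBS) were treated with compound at a single 50 µM final concentration, stimulated with 6 nM IGF for 20 min at 37 °C, and lysed. Phospho-Akt Ser473 was read by HTRF as 665/615 ratio ×10^4.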
# CCT chaperon mod = cytosolic chaperonin activity modulation | purified chaperonin ATPase assay, HTRF ADP detection, 30 min | AID 651819 | 360,000 tested, 0.3% active | activity change, % (test concentration not listed), hits read low; in the data active means activity change below about -30%; further: on the % scale 0 is the no-effect control and ±100 the full control effect
#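 We incubate TRiC, 40 or 20 nM final, with library compounds at 76 uM and 10 uM ATP for 30 min at 37 °C. ADP formed is detected with Transcreener HTRF reagents after 30 min at room temperature.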
# S2 tox = cell viability loss in ATXN counter-screen; S2 cells (HEK-293 line with an ATXN2-luciferase reporter) viability, CellTiter-Fluor protease fluorescence, 24 h; 400,000 tested, 0.49% active; Potency, µM (top dose mostly 56.7 µM), usual class: cytotoxic; AID 651635; further: potency means the concentration at half of the fitted maximal effect; nearly all actives have a fitted effect of over 40% in size
# * = called active by the depositor; i = inactive; ? = inconclusive; . = not tested or not shown; & = joins results of further samples; [ ] = dose if it differs, or a comment. Unless noted, the call rests on the fitted dose curve; in most records, active means well fitted curve in the direction sought with a large enough effect; inconclusive means small, poorly fitted or top-dose-only effect, or another doubt; inactive means no such curve, though single readings can be large; an effect the other way counts as inactive or inconclusive.
# A first look, five compounds:
SMILES,TGFb inhibitor,A549 tox,Nrf2 inh,Mm-Cpn inhibitor,Nrf2 ARE act,HepG2 viability,pAkt inh,CCT chaperon mod,S2 tox
Cc1ccc(OCC(=O)Nc2ccccc2Sc2ccccc2)c([N+](=O)[O-])n1,-1%,6%,-23%,-3%,0.8%,0%,i,1.7,i
Cc1ccc(CSCc2ccc(C(=O)O)o2)cc1,-4%,-3%,6%,-2%,0.0%,1%,i,-2.3,i
O=[N+]([O-])c1cccc(C=Nc2cccc3ccccc23)c1O,-2%,-1%,8%,1%,4.1%,-7%,i,-3.4,i
Cc1noc(C)c1S(=O)(=O)Nc1ccc(C(=O)NCCc2ccccc2)cc1,5%,-2%,-24%,2%,-0.2%,0%,i,0.5,i
CCC(c1nnnn1Cc1ccco1)N(Cc1cc2cc(OC)ccc2[nH]c1=O)C1CCCCC1 (stereo unspecified),?,?,?,-3%,2.5%,-6%,i,0.2,?

# Results (from the top)
SMILES,TGFb inhibitor,A549 tox,Nrf2 inh,Mm-Cpn inhibitor,Nrf2 ARE act,HepG2 viability,pAkt inh,CCT chaperon mod,S2 tox
Cc1ccc(OCC(=O)Nc2ccccc2Sc2ccccc2)c([N+](=O)[O-])n1,-1%,6%,-23%,-3%,0.8%,0%,i,1.7,i
Cc1ccc(CSCc2ccc(C(=O)O)o2)cc1,-4%,-3%,6%,-2%,0.0%,1%,i,-2.3,i
O=[N+]([O-])c1cccc(C=Nc2cccc3ccccc23)c1O,-2%,-1%,8%,1%,4.1%,-7%,i,-3.4,i
Cc1noc(C)c1S(=O)(=O)Nc1ccc(C(=O)NCCc2ccccc2)cc1,5%,-2%,-24%,2%,-0.2%,0%,i,0.5,i
CCC(c1nnnn1Cc1ccco1)N(Cc1cc2cc(OC)ccc2[nH]c1=O)C1CCCCC1 (stereo unspecified),?,?,?,-3%,2.5%,-6%,i,0.2,?
COc1ccc(Cc2nc3c([nH]2)c(=O)n(C)c(=O)n3C)cc1OC,32%[activator],-4%,-18%,.,-0.5%,0%,i,-0.7,?
CN(CCc1ccccc1)C(c1cc2ccccc2o1)c1nnnn1C(C)(C)C (stereo unspecified),.,.,.,.,5.8%,.,i,0.7,?
Cc1ccc(C)n1-c1ccc(C(=O)NC2CCN(Cc3ccccc3)CC2)cc1,10%,-16%,?,0%,14%,-5%,i,-3.1,i
Cc1coc2c1c(C)cc1oc(=O)c(CC(=O)NCc3ccc(Cl)cc3)c(C)c12,-4%,2%,-8%,.,0.3%,-9%,.,.,.
O=C(NCc1ccccc1)C1c2ccccc2OCC(=O)N1Cc1ccc2c(c1)OCO2 (stereo unspecified),.,.,.,.,-0.2%,.,i,1.5,i
CCn1c(CNC(=O)c2ccccc2)nnc1SCC(=O)N1CCN(c2ccccc2)CC1,-13%,-6%,2%,0%,-0.8%,3%,i,-13,i
COC(=O)C1=C(N)Oc2cc(C)n(C)c(=O)c2C1c1ccc(Cl)cc1 (stereo unspecified),?,1%,2%,0%,0.1%,2%,i,0.6,i
O=C(Nc1ccccc1)N(Cc1ccc(F)cc1)c1ccccn1,-8%,-2%,10%,.,4.5%,1%,.,.,i
Cc1ccc(CCS(=O)(=O)c2ccc(C(C)(C)C)cc2)cn1,-6%,-4%,8.2µM*,-5%,-0.8%,-19%,i,2.8,i
COc1ccc(CCN=Cc2c(C)[nH]n(-c3ccc([N+](=O)[O-])cc3)c2=O)cc1OC,5%,0%,8%,1%,0.0%,-10%,i,-0.8,i
COc1ccc(C(=O)NCC(=O)N/N=C/c2c(C)[nH]c3ccccc23)cc1OC,-14%,4%,-5%,1%,0.4%,-3%,i,1.3,i
COc1ccc(-c2cn3cccnc3n2)cc1Br,-2%,3%,?,-4%,12%,-27%,i,-1.8,i
CCCOc1ccc(CNC(=O)C2CCN(c3nn4c(=O)cc(C)nc4s3)CC2)cc1,?,-7%&4%,?,0%,0.0%&-0.8%,-2%&-24%,.,-1.5,i
Cc1c(Br)c([N+](=O)[O-])nn1C(C)C(=O)N1CCc2ccccc2C1 (stereo unspecified),-2%,3%,-18%,1%,-0.6%,-11%,i,-0.4,i
CCC(=O)N(Cc1cc(=O)[nH]c2ccccc12)c1ccc(OC)cc1,-3%,0%,-12%,-1%,2.1%,-7%,i,-0.7,i
COc1ccc(CCNC(=O)c2ccc(Cn3c(=O)c4ccccc4n(Cc4ccccc4Cl)c3=O)cc2)cc1OC,9%,0%,-2%,.,0.3%,-9%,.,.,i
O=C(COc1cc(=O)n2c(n1)SCCC2)c1ccccc1,-4%,-3%,20%,-12%,-0.3%,-7%,i,0.7,i
O=S(=O)(Nc1ccc(-n2cccc2)cc1)c1ccc(F)cc1,?,2%,-7%,-1%,-0.1%,-33%,i,-0.5,i
CC(OC(=O)c1ccncc1)C(=O)NC1CCCC1 (stereo unspecified),14%,-6%,-2%,-1%,-0.2%,1%,i,-1.3,i
CSCCC(NC(=O)c1ccccc1Br)C(=O)NNC(=O)c1ccco1 (stereo unspecified),34%[activator],9%,-12%,1%,0.3%,29%,i,0.5,i
CCCN1CCC(NC(=S)Nc2ccc([N+](=O)[O-])cc2)CC1,3%,7%,15%,0%,3.4%,-9%,i,-0.3,i
NS(=O)(=O)c1ccc(NC(=O)c2ccccc2Cl)cc1,-9%,-4%,-12%,-3%,-0.2%,-32%,i,-1.0,i
N#Cc1c2n(c3c(=O)n(Cc4ccccc4Cl)cnc13)CCCCC2,0%,11%,?,-3%,-0.6%,-2%,i,-32*,i
Cc1ccc(CNC(=O)CCn2cc(-c3ccc(C)cc3)nc2CCN)cc1,0%,1%,8%,-1%,5.1%,-16%,i,2.4,i
Cc1ccsc1CN(C(=O)c1oc2cc(Br)ccc2c1C)C1CCS(=O)(=O)C1 (stereo unspecified),.,-18%,?,.,0.2%,-17%,.,.,.
Cc1ccc(NC(=O)Cn2cccc2)cc1,-9%,-4%,-16%,0%,0.0%,0%,i,-3.9,i
Cc1ccc(S(=O)(=O)N2CCOCC2)cc1NC(=O)COC(=O)/C=C/c1ccc(F)cc1,3%,-3%,2%,2%,5.2%,6%,i,-0.6,?
O=C(NCc1ccc(OC(F)(F)F)cc1)C1CC(c2ccc(C(F)(F)F)cc2)=NO1 (stereo unspecified),?,-2%,5%,.,-0.9%,-13%,i,-0.6,i
Cc1ccc(C2=NN(C(=O)c3ccco3)C(O)(C(F)(F)F)C2)cc1 (stereo unspecified),-25%,0%,2%,-3%,3.6%,-18%,i,0.0,i
COCCC(=O)N1CCCC(C(=O)c2ccc(Oc3ccccc3)cc2)C1 (stereo unspecified),-29%,-4%,-10%,-7%,2.7%,-24%,i,1.2,?
CC(=O)Nc1cc(-c2ccc(N3CCN(C)CC3)cc2)cn2c(-c3ccccc3)cnc12,-11%,.,.,.,20%,-28%,i,-0.1,?
O/N=C\c1cnc(N2CCN(c3ccccc3)CC2)s1,-2%,-12%,-21%,-1%,7.0%,20%,i,0.1,?
COc1cccc(NC(=O)CSc2nc3ccccc3n2C)c1,-6%&-3%,-1%&0%,?,2%,6.3%&4.2%,-1%&7%,i,-5.0,i
Cc1c(NS(=O)(=O)c2ccc(C(=O)NCc3ccccc3)cc2)c(=O)n(-c2ccccc2)n1C,0%,-3%,8%,1%,0.1%,1%,i,1.0,i
O=S(=O)(NCc1ccccc1Cl)c1ccc(-c2cnc(C3CC3)o2)cc1,?,0%,.,.,1.0%,-36%,.,.,?
CC(C)(C)NC(=O)COc1ccc2oc3c(c2c1)CCCC3,-1%,17%,4%,0%,0.3%,-1%,i,-3.4,i
CC(C)c1ccc(CN(Cc2ccco2)c2cnc(S(C)(=O)=O)nc2C(=O)Nc2ccccc2)cc1,?,8%,8%,.,1.7%,-17%,.,.,i
COc1ccc(-c2nnc3c4ccccc4c(C)nn23)cc1S(=O)(=O)N1CCN(CCO)CC1,-20%,18%,0%,-1%,8.4%,-33%,i,-0.1,i

# Whole records as entered above. Order of values: TGFb inhibitor, A549 tox, Nrf2 inh, Mm-Cpn inhibitor, Nrf2 ARE act, HepG2 viability, pAkt inh, CCT chaperon mod, S2 tox
# COc1ccc(-c2nnc3c4ccccc4c(C)nn23)cc1S(=O)(=O)N1CCN(CCO)CC1 in the list: -20%, 18%, 0%, -1%, 8.4%, -33%, i, -0.1, i
# O/N=C\c1cnc(N2CCN(c3ccccc3)CC2)s1 in the list: -2%, -12%, -21%, -1%, 7.0%, 20%, i, 0.1, ?
# COc1cccc(NC(=O)CSc2nc3ccccc3n2C)c1 in the list: -6%&-3%, -1%&0%, ?, 2%, 6.3%&4.2%, -1%&7%, i, -5.0, i
# CC(C)c1ccc(CN(Cc2ccco2)c2cnc(S(C)(=O)=O)nc2C(=O)Nc2ccccc2)cc1 in the list: ?, 8%, 8%, ., 1.7%, -17%, ., ., i
